# Screens as filed in PubChem.
# aSyn rescue: qHTS of alpha-syn Inhibitors; Yeast expressing alpha-synuclein, growth rescue, BacTiter-Glo, 24 h; Potency, µM (titrated, usually from 46.1 µM), inactives show at the highest dose growth rescue (activation), hits mostly activators; 0.14% of 370,000 active; AID 652106, 2013; further: % of control where 0% means no effect; nearly all actives have a fitted effect of over 65% in size
#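 Readout is rescue of growth in alpha-synuclein-expressing yeast, so inhibitors of toxicity appear as activators. Growth after 24 hr at 30 deg C in galactose medium is quantified by luminescence.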
# FUS suppressor: qHTS for Suppressors of FUS Proteinopathy: Primary screen using FUS-linked yeast assay. S. cerevisiae FUS-expressing, growth rescue, OD600, 24 h. Potency, µM (series often up to 76.6 µM), inactives show at the top dose growth rescue (activation), hits mostly activators. 0.24% of 390,000 active. AID 1347120, 2019;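 further: plate controls were DMSO vehicle for no effect and reference control for full effect; nearly all actives have a fitted effect of over 55% in size; some results filed as inactive show a strong effect at the top dose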
#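 Steps: raffinose overnight preculture; dilution to OD 0.005 in 2% galactose minimal medium; compound addition (concentration series); 24hr at 30C, 99% humidity; absorbance read at 600 nm.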
# EPAC2 antagonist: qHTS for Antagonist of cAMP-regulated guanine nucleotide exchange factor 2 (EPAC2): primary screen; Rap guanine nucleotide exchange factor 4 (Homo sapiens), Q8WZA2; EPAC2 GEF exchange of Rap1B-BODIPY-GDP, fluorescence; Potency, µM (top dose mostly 114 µM), for the others: at the highest dose activity, negative = inhibition, most hits filed as inhibitors; 0.18% of 360,000 active; further: on the % scale 0 is the no-effect control and ±100 the full control effect; nearly all actives have a fitted effect of over 45% in size; many of its hits are not listed in these tables
# EPAC1 antagonist: qHTS for Antagonist of cAMP-regulated guanine nucleotide exchange factor 3 (EPAC1): primary screen; EPAC1 GEF assay, Rap1b-BODIPY-GDP exchange fluorescence; 0.14% of 360,000 active; Potency, µM (top dose mostly 115 µM), without a hit: at the top dose activity change, negative = inhibition, usual class: inhibitors; Rap guanine nucleotide exchange factor 3 (Homo sapiens), O95398; AID 720709, 2013;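 further: plate controls were vehicle for no effect and positive control for full effect; nearly all actives have a fitted effect of over 50% in size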
# Target sequence (O95398 whole entry, looked up): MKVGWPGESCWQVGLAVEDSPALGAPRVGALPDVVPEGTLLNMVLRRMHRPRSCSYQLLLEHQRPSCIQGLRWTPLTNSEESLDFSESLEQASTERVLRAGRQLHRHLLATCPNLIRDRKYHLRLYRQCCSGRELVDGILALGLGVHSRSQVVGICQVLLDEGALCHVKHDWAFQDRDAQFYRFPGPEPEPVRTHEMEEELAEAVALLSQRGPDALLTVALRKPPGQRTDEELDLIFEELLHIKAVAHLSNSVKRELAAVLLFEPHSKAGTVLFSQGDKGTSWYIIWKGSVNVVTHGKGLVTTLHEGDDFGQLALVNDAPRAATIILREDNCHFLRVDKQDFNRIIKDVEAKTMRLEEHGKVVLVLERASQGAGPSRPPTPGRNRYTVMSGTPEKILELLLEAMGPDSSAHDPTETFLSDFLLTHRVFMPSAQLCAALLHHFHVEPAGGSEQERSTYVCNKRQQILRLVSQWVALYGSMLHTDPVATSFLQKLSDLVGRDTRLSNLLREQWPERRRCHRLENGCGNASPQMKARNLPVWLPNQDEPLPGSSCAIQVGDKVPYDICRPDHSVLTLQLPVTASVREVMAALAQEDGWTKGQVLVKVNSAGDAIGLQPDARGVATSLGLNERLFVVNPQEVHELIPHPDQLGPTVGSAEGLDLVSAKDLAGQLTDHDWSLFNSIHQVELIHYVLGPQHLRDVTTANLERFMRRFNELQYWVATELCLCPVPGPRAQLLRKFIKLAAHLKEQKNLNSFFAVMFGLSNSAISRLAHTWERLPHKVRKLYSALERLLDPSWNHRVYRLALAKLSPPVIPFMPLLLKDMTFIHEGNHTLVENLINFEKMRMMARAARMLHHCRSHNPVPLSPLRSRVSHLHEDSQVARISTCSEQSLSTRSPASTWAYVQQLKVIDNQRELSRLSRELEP
# EPAC2 ag: qHTS for Agonist of cAMP-regulated guanine nucleotide exchange factor 4 (EPAC2): primary screen | Rap guanine nucleotide exchange factor 4 (Homo sapiens), Q8WZA2 | EPAC2 activation, biochemical qHTS; response scale: 100% = 6.5 mM cAMP response | Potency, µM (top dose mostly 154 µM), inactives show at the highest dose activation, most hits filed as activators | 0.079% of 360,000 active | AID 720711, 2013; further: nearly all actives have a fitted effect of over 50% in size
#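 Nucleotide exchange monitored as fluorescence drop when BODIPY-GDP leaves Rap1B. Reaction: 100 nM EPAC2, 250 nM RAP1B-BODIPY-GDP, 50 uM GDP, room temperature, kinetic read over 30 min. Activity expressed relative to 6.5 mM cAMP.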
# PTHR1 agonist: qHTS for PTHR1 Agonists: Primary Screen; AID 743266, 2014; Potency, µM (highest dose often 115 µM), without a hit: at the highest dose activation, hits mostly activators; Parathyroid hormone/parathyroid hormone-related peptide receptor (Homo sapiens), Q03431; HEK293 GP2 PTHR1 cells, GloSensor cAMP luminescence, 1 h; 0.075% of 410,000 active; further: nearly all actives have a fitted effect of over 55% in size; some results filed as inactive show a strong effect at the top dose; inactives centre near -15; many of its hits are not listed in these tables
#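 HEK-293-derived GP2 cells expressing PTHR1 and a GloSensor cAMP reporter, 3,000/well, plated overnight, given luciferin plus IBMX (each 0.5 mM as added) for 1 h at 37 °C, then compound for 1 h at 37 °C. Luminescence was read after 15 min at room temperature.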
# TDP43 rescue: qHTS of TDP-43 Inhibitors. TDP-43 expressing yeast growth rescue, BacTiter-Glo, 24 h. Potency, µM (series often up to 46.1 µM), without a hit: top-dose growth rescue (activation), hits mostly activators. 1.8% of 410,000 active. AID 652104, 2013; further: % of control where 0% means no effect; nearly all actives have a fitted effect of over 50% in size
#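 Readout is BacTiter-Glo luminescence of cell growth, so inhibitors register as activators. TDP-43-expressing yeast at OD600=0.02 in galactose medium, after raffinose pregrowth to mid-log, were incubated with compound for 24 hr at 30 deg C.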
# EPAC1 agonist: qHTS for Agonist of cAMP-regulated guanine nucleotide exchange factor 3 (EPAC1): primary screen. Rap guanine nucleotide exchange factor 3 (Homo sapiens), O95398. Potency, µM (highest dose often 154 µM), without a hit: at the top dose activation, most hits filed as activators. AID 720707, 2013. 0.073% of 360,000 active. EPAC1 agonist qHTS, biochemical assay; response scale: 100% = response to 6.5 mM cAMP; further: nearly all actives have a fitted effect of over 60% in size
#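 EPAC1 100 nM, Rap1B–BODIPY-GDP 250 nM, unlabeled GDP 50 uM; compound titration; 5 min RT; kinetic read ex480/em540 at 5-min intervals ×30 min; data normalized to 6.5 mM cAMP agonist control.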
# Starred values were filed as active, the others as inactive; i = inactive; ? = inconclusive; . = not tested or not shown; & = joins results of further samples; [ ] = another dose, or the depositor's remark. The call rests on the fitted dose curve; in most records, active means well fitted curve in the direction sought with a large enough effect; inconclusive means small, poorly fitted or top-dose-only effect, or another doubt; inactive means no such curve, though single readings can be large; an effect the other way counts as inactive or inconclusive. Potency means the concentration at half of the fitted maximal effect.
No.	mol	aSyn rescue	FUS suppressor	EPAC2 antagonist	EPAC1 antagonist	EPAC2 ag	PTHR1 agonist	TDP43 rescue	EPAC1 agonist
1	COc1ccc(OC)c(C(=O)CSc2nccc(-c3ccc(Br)cc3)n2)c1	4%	-16%	-2%	6%	22%	i	-6%	14%
2	Cc1ccc(Cn2nnc3c(=O)[nH]c(C4CCN(S(=O)(=O)c5ccc(S(=O)(=O)NC6CC6)cc5)CC4)nc32)cc1	5%	-3%	-18%	-6%	-8%	i	18%	-7%
3	Cc1ccc(CN2C(=O)CSC2c2ccc(F)cc2)cc1 (centres undefined)	13%	19%	?	2%	10%	-7%	25%	-7%
4	O=C(CSc1ccccc1)Nc1nnc(-c2ccco2)o1	5%	-13%	9%	-11%	-2%	-11%	-14%	-3%
5	Cc1nn2cc(-c3ccccc3)nc2s1	-20%	13%	17%	9%	7%	-38%[inhibitor][57.5 µM]	-24%	-2%
6	COC(=O)c1ccc(/C=C/c2c(-c3ccsc3)oc3ccc(N4CCOCC4)cc23)cc1	-1%	1%	9%	0%	?	-18%	17%	0%
7	COc1cc2sc3ccc(C#Cc4ccc(N)cc4)cc3c(=O)c2cc1OC	-2%	?	-3%	2%	-7%	-1%	4%	-2%
8	COc1cc(-c2nnc(SCC(=O)c3cc(C)n(CC4CCCO4)c3C)o2)cc(OC)c1OC (centres undefined)	1%	?	-7%	-1%	10%	i	4%	-5%
9	NC(=O)C1CCN(C(=O)NC(=O)c2ccccc2)CC1	-2%	2%	22%	9%	13%	i	-12%	-6%
10	CC(NC(=O)Nc1ccc(Cl)cc1)c1ccc2c(c1)OCO2 (centres undefined)	-6%	-8%	14%	-14%	1%	0%	-28%	1%
11	O=C(COC(=O)Cc1c[nH]c2ccccc12)Nc1ccc(Cl)cc1	-6%	-13%	0%	18%	-1%	-24%	15%	3%
12	N/C(=N\N=C\c1ccco1)SC1CC(=O)N(c2ccccc2)C1=O (centres undefined)	0%	6%	-1%	-10%	-5%	i	-3%	7%
13	c1ccc(-n2nnc(-c3cccnc3)n2)cc1	0%	-3%	-9%	3%	6%	-23%	12%	13%
14	Cc1nc(N2CCN(c3ccccc3)CC2)nc2c1C(=O)CC(C)C2 (centres undefined)	4%	0%	1%	-3%	17%	-5%[57.5 µM]	?	5%
15	Fc1cccc2sc(Nc3nc4cc5c(cc4s3)OCO5)nc12	-1%	33%	9%	2%	6%	-28%	4%	-11%
16	O=C(Nc1cccc2ccccc12)OC1C=CS(=O)(=O)C1 (centres undefined)	-6%	11%	15%	-3%	4%	-1%[57.5 µM]	4%	-6%
17	C[C@@H]1CN([C@@H](C)CO)C(=O)Cc2cc(NC(=O)Nc3ccc(F)cc3)ccc2O[C@@H]1CN(C)Cc1ccc(Cl)c(Cl)c1	-4%	?	-14%	-8%	1%	-45%[inhibitor]	16%	-8%
18	O=C(NC1CCN(c2ncccn2)CC1)c1c(F)cccc1F	-3%	22%	3%	-17%	11%	i	1%	5%
19	Cc1nc(Cc2nnc(SC(C)C(=O)N3c4ccccc4NC(=O)C3(C)C)o2)cs1 (centres undefined)	-3%	-14%	3%	-5%	5%	i	0%	-5%
20	CC(=O)Nc1ccc(Nc2ncnc(N)c2[N+](=O)[O-])cc1	3%	4%	-4%	-13%	7%	-22%	12%	3%
21	COc1ccc(C(=O)NC(C)CCc2ccccc2)cc1 (centres undefined)	13%	6%	-3%	-9%	9%	i	?	-1%
22	O=C(O)/C=C/C(=O)NCc1cn(-c2ccccc2)nc1-c1cccc(Br)c1	2%	-5%	-11%	2%	10%	i	-17%	7%
23	COc1ccc(N2CCN(c3oc(COc4ccc(Cl)cc4Cl)nc3C#N)CC2)cc1	-2%	2%	-14%	-17%	11%	i	-11%	3%
24	CCCS(=O)(=O)c1c(S(=O)(=O)CCC)c2ccc(C(N)=O)cn2c1C(=O)c1ccccc1	1%	16%	-9%	-7%	3%	-12%	14%	8%
25	CCc1ccc2[nH]c(=O)c(CN(Cc3ccccc3OC)C(=O)Nc3ccccc3OC)cc2c1	0%	15%	-12%	-5%	5%	i	-13%	9%

# Quoted at random: 2 records from the list.
No.	mol	aSyn rescue	FUS suppressor	EPAC2 antagonist	EPAC1 antagonist	EPAC2 ag	PTHR1 agonist	TDP43 rescue	EPAC1 agonist
3	Cc1ccc(CN2C(=O)CSC2c2ccc(F)cc2)cc1 (centres undefined)	13%	19%	?	2%	10%	-7%	25%	-7%
19	Cc1nc(Cc2nnc(SC(C)C(=O)N3c4ccccc4NC(=O)C3(C)C)o2)cs1 (centres undefined)	-3%	-14%	3%	-5%	5%	i	0%	-5%

# Back to the main list, repeating the 2 entries before the break.
No.	mol	aSyn rescue	FUS suppressor	EPAC2 antagonist	EPAC1 antagonist	EPAC2 ag	PTHR1 agonist	TDP43 rescue	EPAC1 agonist
24	CCCS(=O)(=O)c1c(S(=O)(=O)CCC)c2ccc(C(N)=O)cn2c1C(=O)c1ccccc1	1%	16%	-9%	-7%	3%	-12%	14%	8%
25	CCc1ccc2[nH]c(=O)c(CN(Cc3ccccc3OC)C(=O)Nc3ccccc3OC)cc2c1	0%	15%	-12%	-5%	5%	i	-13%	9%
26	CC(C)C(=O)NCC(c1cccs1)S(=O)(=O)c1ccc(F)cc1 (centres undefined)	-3%	14%	-4%	-10%	3%	-24%	-16%	-3%
27	CCCCOc1ccc(Cl)cc1Nc1nc(NCCO)nc(N2CCCC2)n1	.	13%	0%	-11%	-11%	4%	.	5%
28	FC(F)(F)c1ccccc1-n1ccnc1	-5%&0%	-28%	-7%	4%	10%	i	0%	-2%
29	CN1CCN(c2nc(-c3ccccc3)nc3c2oc2ccccc23)CC1	1%	15%	7%	-10%	6%	i	5%	6%
30	COc1ccccc1-n1cc(CN2CCc3onc(-c4ccc(Br)cc4)c3C2=O)nn1	6%	14%	4%	2%	5%	-31%[inhibitor]	15%	8%
31	CCS(=O)(=O)c1nc(NC(C)=O)n[nH]1	4%	-15%	-3%	-3%	-6%	i	10%	5%
32	O=c1nc(N2CCOCC2)ccn1Cc1ccc(Br)cc1	0%	-6%	2%	7%	-2%	-28%[57.5 µM]	-7%	-4%
33	COc1ccc(C2C(C(C)=O)=C(O)C(=O)N2CCc2c[nH]c3ccccc23)cc1 (centres undefined)	0%	18%	-6%	-21%	-7%	-16%	5%	-5%
34	CS(=O)Cc1cc(Oc2ccccc2)nc(-c2ccncc2)n1 (centres undefined)	4%	7%	-2%	-7%	10%	i	-15%	3%
35	CCCCN1CC(N2CCN(CCN(C)C)CC2)CS1(=O)=O (centres undefined)	-2%	-22%	3%	-14%	0%	-8%	-9%	-21%
36	COC(=O)c1cc(C(=O)OC)cc(N2C(=O)CC(Sc3nc(C)cc(C)n3)C2=O)c1 (centres undefined)	-4%	23%	7%[57.1 µM]	-8%	-5%	-4%[57.5 µM]	-18%	-1%
37	CCOc1ccc(/C=N/NC(=O)NC23CC4CC(CC(C4)C2)C3)cc1O	10%	?	-7%	10%	8%	i	24%	6%
38	O=C(Nc1cc(C(F)(F)F)ccc1N1CCOCC1)c1cccnc1Cl	4%	23%	-2%	7%	5%	i	14%	2%
39	COc1ccc(NC(=O)CSc2nc3ccsc3c(=O)n2Cc2ccccn2)c(OC)c1	17%	36%	9%	14%	6%	i	0%	2%
40	CCOc1ccc(NC(=O)C2CCN(C(=O)NCc3ccccc3)CC2)cc1	-4%	5%	9%	22%	7%	-2%[57.5 µM]	-5%	6%
41	C#CC1(NC(=O)NC(C)C)CCCCC1	-2%	-26%	2%	-22%	-1%	i	8%	0%
42	COc1cccc2sc(N3CCN(c4nc5ccccc5s4)CC3)nc12	-10%	?	?	31%[activator]	-1%	-59%[inhibitor]	-3%	4%
43	CCCCCC(=O)N[C@@H](c1ccccc1)[C@@H](O)C(=O)O[C@H]1C[C@@]2(O)[C@@H](OC(=O)c3ccccc3)C3[C@](C)(C(=O)[C@H](OC(C)=O)C(=C1C)C2(C)C)[C@@H](O)C[C@H]1OC[C@@]31OC(C)=O (some centres undefined)	2%	?	-1%	-9%	-1%	-10%	18%	-10%
44	COc1cc2c(OC(C)=O)c3c(c(-c4ccc5c(c4)OCO5)c2cc1OC)C(=O)OC3	-9%&5%	-23%	-7%	-7%	9%	-14%	9%	10%
45	Cc1ccc(-c2nnn(CC(=O)N(CC(=O)NC3CCCCC3)c3cccc(F)c3)n2)o1	1%	-10%	2%	-1%	-2%	i	5%	-13%
46	CCOc1nc(SC(C(C)=O)C(=O)Nc2ccccc2)nc(N(C)C)n1 (centres undefined)	2%	16%	3%	9%	-7%	i	15%	6%
47	O=C(CCCOc1ccccc1)N1CCN(S(=O)(=O)c2ccccc2)CC1	6%	-5%	7%	-5%	0%	i	0%	-3%
48	Cc1ccc(C)c(C(=O)NCc2ccncc2)c1	-3%	6%	13%	-3%	2%	i	-5%	-9%

# Quoted from the listing.
# aSyn rescue, COc1ccccc1-n1cc(CN2CCc3onc(-c4ccc(Br)cc4)c3C2=O)nn1 : 6%
# EPAC2 antagonist, CCOc1ccc(/C=N/NC(=O)NC23CC4CC(CC(C4)C2)C3)cc1O : -7%
# PTHR1 agonist, CCCCOc1ccc(Cl)cc1Nc1nc(NCCO)nc(N2CCCC2)n1 : 4%
# EPAC2 ag, CCCCN1CC(N2CCN(CCN(C)C)CC2)CS1(=O)=O (centres undefined) : 0%

# Not all compounds are listed; the hit share may differ from the screen's.
